TCR act: activators of T cell receptors; primary human leukocytes, anti-CD3, IL-2 HTRF, 48 h; 330,000 tested, under 10 active; Potency, µM (titrated, usually from 9.22 µM), inactives show top-dose activation of IL-2 secretion, usual class: activators; note: % of control where 0% means no effect
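48 hr co-incubation of compounds, a-CD3 beads and primary human leukocytes; IL-2 quantified homogeneously by HTRF with anti-IL-2 K and d2 conjugates.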
TSHR antag: blocks TSH signaling through the human TSH receptor | TSHR-expressing cells, TSH-stimulated cAMP HTRF, 2 h; active compounds read low | activity change, negative = inhibition, % at 11.5 µM | 0.2% of 330,000 active;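 active = activity change below a set negative limit, meaning inhibition stronger than a set level, cut at about -70% in these data; inconclusive = activity change between two set negative limits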; note: % is set by controls: 0 for no effect and ±100 for the full control effect
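Antagonism was scored as loss of TSH-driven cAMP in TSHR cells, stimulated with 4nM TSH (EC80) for 2 hours at 37 deg C and detected by homogeneous HTRF competition immunoassay.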
B2AR arrestin: recruits beta-arrestin to the human beta2-adrenergic receptor; beta-arrestin recruitment to beta2AR, cell-based reporter; Potency, µM (doses to about 46.1 µM), inactives show at the top dose activation, actives largely listed as activators; 0.02% of 330,000 active;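 note: potency is the fitted concentration of half-maximal effect; 0% = DMSO controls and full agonism = EC100 isoproterenol or metaproterenol; nearly all actives have a fitted effect of over 65% in size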
Target sequence (P07550 whole entry, looked up): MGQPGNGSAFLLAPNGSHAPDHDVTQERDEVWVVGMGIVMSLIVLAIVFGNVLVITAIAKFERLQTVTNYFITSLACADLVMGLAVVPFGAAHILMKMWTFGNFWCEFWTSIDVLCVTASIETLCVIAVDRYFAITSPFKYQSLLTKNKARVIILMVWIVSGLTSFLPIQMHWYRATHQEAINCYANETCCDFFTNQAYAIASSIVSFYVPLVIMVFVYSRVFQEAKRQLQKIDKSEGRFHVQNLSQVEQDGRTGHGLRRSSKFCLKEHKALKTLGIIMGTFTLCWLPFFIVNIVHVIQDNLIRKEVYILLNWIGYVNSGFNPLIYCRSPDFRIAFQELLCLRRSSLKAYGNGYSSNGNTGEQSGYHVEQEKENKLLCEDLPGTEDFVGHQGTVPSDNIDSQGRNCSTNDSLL
USP2a inh: inhibitors of human ubiquitin-specific protease USP2a; O75604; USP2 core, Ub-CHOP2 coupled fluorogenic reporter, 485/531; Potency, µM (series often up to 38.3 µM), inactives show at the highest dose activity change, negative = inhibition, actives largely listed as inhibitors; 0.01% of 330,000 active;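 note: potency is the fitted concentration of half-maximal effect; plate controls were DMSO wells for no effect and full inhibition by NEM control for full effect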
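Deubiquitinase activity read as fluorescence (485/531 nm) after Ub-CHOP2 cleavage activates the enterokinase reporter on its substrate; USP2 core 10nM, Ub-CHOP2 and substrate 25nM each, 30min compound preincubation then 60min RT; data normalized to NEM, curves fitted.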
uPA surface inh: blocks generation of uPA at the cell surface; cell surface uPA generation assay, qHTS; Potency, µM (doses to about 38.3 µM), for the others: top-dose activity change, negative = inhibition, usual class: inhibitors; 0.31% of 330,000 active; AID 540303; active = well fitted inhibition curve with a large enough effect; inconclusive = small, poorly fitted or top-dose-only effect; inactive = no such curve, though single readings can be large or run the other way; tested in mouse RAW 264.7 cells; note: potency is the fitted concentration of half-maximal effect; % is set by controls: 0 for no effect and ±100 for the full control effect; nearly all actives have a fitted effect of over 55% in size
Eya2 inh: blocks the phosphatase activity of human Eya2 | AID 488837 | Potency, µM (top dose mostly 76.9 µM), for the others: at the top dose activity, negative = inhibition, hits mostly inhibitors | O00167 | 0.006% of 330,000 active | recombinant Eya2, OMFP fluorescence dephosphorylation (OMFP is methylfluorescein phosphate); note: potency is the fitted concentration of half-maximal effect; % is set by controls: 0 for no effect and ±100 for the full control effect
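Eya2 protein (added as 0.2 uM solution) was preincubated with compound for 10 min at ambient temperature in 50 mM HEPES pH 7.5, 50 mM NaCl, 5 uM MgCl2, 0.05% BSA, 1 mM DTT. OMFP (added at 50 uM) then reacted 10 min; fluorescence read at 485/525 nm.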
BCR signal inh: chronic active BCR signaling inhibition; ABC-DLBCL IkBa-CBG/CBR reporter, luminescence ratio, 4 h; Potency, µM (top dose mostly 46.1 µM), for the others: top-dose ratio change, negative = lower green/red ratio, actives largely listed as inhibitors; 0.05% of 340,000 active; AID 493014; active = well fitted inhibition curve with a large enough effect in the signal ratio, with a control signal flat, not every such curve was filed as active; inconclusive = small, poorly fitted or top-dose-only effect, or effect the other way, or a change in a side signal; the % refers to the signal ratio;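 note: potency is the fitted concentration of half-maximal effect; plate controls were basal doxycycline-induced cells for no effect and cells given 10 µM MG132 for full effect; MG132 reads +100%, hits lower the ratio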
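Concentration-response series (up to 46 uM) were applied to TMD8 dual-reporter cells for 4 h at 37C with doxycycline. Green/red ratio, after filter-overlap correction, defined %Activity; red signal alone was normalised to basal cells and zero luminescence.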
Mito fusion yeast: blocks mitochondrial division or promotes mitochondrial fusion; S. cerevisiae fusion-defective mutant growth rescue, CellTiterGlo 48 h; Potency, µM (doses to about 46.1 µM), without a hit: at the top dose growth rescue (activation), most hits filed as activators; 0.23% of 320,000 active; AID 485298;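 note: potency is the fitted concentration of half-maximal effect; % of control where 0% means no effect; nearly all actives have a fitted effect of over 45% in size; temperature-sensitive fusion mutants such as fzo1-1 at 37 °C on non-fermentable ethanol glycerol medium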
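Yeast fusion mutant, YPEG (non-fermentable carbon), compound, 48 h at 37C non-permissive; CellTiterGlo added, 10 min RT, luminescence read. Rescued growth = division inhibition.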
ELG1 DNA repair: inhibitors of ELG1-dependent DNA repair in HEK293T cells; Potency, µM (doses to about 46.1 µM), without a hit: at the highest dose activity change, negative = inhibition, usual class: inhibitors; HEK293T ELG1-luciferase reporter, luminescence, 16 h; DNA damage induced by 5-fluorouridine; 2.3% of 330,000 active; AID 504467; note: potency is the fitted concentration of half-maximal effect; % is set by controls: 0 for no effect and ±100 for the full control effect; nearly all actives have a fitted effect of over 55% in size
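Quantitative HTS, concentration-response format. 2,000 cells/well co-treated with 5-fluorouridine and compound, 16 hr in 5% CO2 at 37 °C; ONE-Glo luminescence read after 30 min.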
Tb PFK block: T. brucei PFK enzyme inhibition; O15648; T. brucei PFK, ADP-Glo luminescence; Potency, µM (top dose mostly 57.5 µM), for inactives: top-dose activity, negative = inhibition, hits mostly inhibitors; 0.17% of 330,000 active;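 note: potency is the fitted concentration of half-maximal effect; 0% = uninhibited 1x PFK enzyme wells and -100% = no-enzyme wells; nearly all actives have a fitted effect of over 60% in size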
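PFK 1.25 nM, F6P 0.5 mM, ATP 0.1 mM, 0.1 M TEA pH 8.0, 5 mM MgCl2, 0.01% Tween20, 0.1% BSA; 45 min RT. ADP-Glo readout. qHTS titration up to 57 uM; curves fitted, compounds curve-classed.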
PTAP TSG101 blk: blocks PTAP/TSG101 interaction to inhibit HIV-1 budding. Potency, µM (series often up to 115 µM), without a hit: at the highest dose activity change, negative = inhibition, usual class: inhibitors. 340,000 tested, under 10 active. Q99816. AID 493005. Fluorescence polarization, FITC-PTAP peptide / Tsg101 binding; active = well fitted inhibition curve with a large enough effect in the main read-out, with a control signal flat, not every such curve was filed as active; inconclusive = small, poorly fitted or top-dose-only effect, or effect the other way, or a change in a side signal; inactive = no such curve, though single readings can be large or run the other way; note: potency is the fitted concentration of half-maximal effect; % of control where 0% means no effect
Target sequence (Q99816 whole entry, looked up): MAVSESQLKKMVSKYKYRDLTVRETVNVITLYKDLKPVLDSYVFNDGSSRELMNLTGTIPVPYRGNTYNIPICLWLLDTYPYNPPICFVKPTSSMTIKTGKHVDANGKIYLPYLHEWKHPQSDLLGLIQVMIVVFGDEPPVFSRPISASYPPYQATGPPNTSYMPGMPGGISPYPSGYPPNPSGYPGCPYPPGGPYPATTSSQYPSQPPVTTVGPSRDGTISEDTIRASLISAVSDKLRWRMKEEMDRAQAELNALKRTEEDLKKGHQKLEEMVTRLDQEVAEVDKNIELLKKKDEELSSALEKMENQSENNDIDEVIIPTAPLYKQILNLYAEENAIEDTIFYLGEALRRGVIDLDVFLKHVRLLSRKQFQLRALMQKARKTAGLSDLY
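Fluorescence polarization binding of Tsg101 binding domain (10 uM final) to FITC-labeled PTAP peptide (50 nM final) in HEPES pH 7.5 buffer with NaCl, Tween 20, EDTA, TCEP. Compounds added before peptide; binding 20 min at RT.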
Numbers without * were called inactive; ? = inconclusive; . = no result given; [ ] = remark or other dose. Unless noted, calls come from the whole dose curve; as a rule, active = well fitted curve in the direction sought with a large enough effect; inconclusive = small, poorly fitted or top-dose-only effect, or another doubt; inactive = no such curve, though single readings can be large; an effect the other way counts as inactive or inconclusive.

SMILES	TCR act	TSHR antag	B2AR arrestin	USP2a inh	uPA surface inh	Eya2 inh	BCR signal inh	Mito fusion yeast	ELG1 DNA repair	Tb PFK block	PTAP TSG101 blk
CCc1ccc2nc(N3C(=O)c4oc5ccccc5c(=O)c4C3c3ccc(OC)c(OC)c3)sc2c1 (configuration not stated)	-4%[46.1 µM]	8	0.1%	0%	.	-4%	0%	-2%	1%	2%	.
Cc1ccc(Nc2nc3nonc3[nH]c2=O)cc1Cl	4%	?	-0.2%	7%	-3%	-8%	?	?	?	4%	-5%
Cc1cc(NC(=O)CSc2nnc(NC(=O)C3CC(=O)N(c4ccccc4C)C3)s2)no1 (configuration not stated)	1%[46.1 µM]	5	-1.6%	4%	11%	1%	5%	-5%	6%	2%	0%
Cc1ccccc1NC(=O)CSc1nnc(C)c2ccccc12	1%	-1	0.1%	2%	-5%	13%	?	20%	-2%	-2%	-2%
O=C(Cc1ccccc1)Nc1ccc(NC(=O)c2ccc(Br)cc2)cc1	7%	13	0.5%	0%	-4%	3%	0%	0%	-12%	0%	-1%
CC(=O)NS(=O)(=O)c1ccc(N=NN2CCCCCC2)cc1	4%	7	0.0%	0%	5%	10%	8%	-7%	3%	1%	-1%
CCOc1ccc(-n2c(Cc3cc(=O)[nH]c(=O)[nH]3)nnc2SCC(N)=O)cc1	-4%	13	-0.9%	9%	.	21%	4%	7%	11%	-19%	-8%
CCCOc1ccc(/C=C/C(=O)Nc2ccc([N+](=O)[O-])cc2C)cc1	-1%	-6	-0.3%	8%	7%	0%	-1%	-3%	-6%	-7%	-2%
O=C1c2ccc(Oc3ccc4c(c3)C(=O)N(CCCO)C4=O)cc2C(=O)N1CCCO	1%	1	-0.7%	1%	2%	32%	-28%	-4%	?	0%	-2%
Clc1ccc(COn2c(-c3ccc(Cl)cc3)nc3ccccc32)cc1	-6%	-5	-0.6%	2%	.	-7%	17%	-8%	16%	2%	-6%
CCCCn1c(CN(C)Cc2ccccc2)nc2c1c(=O)n(C)c(=O)n2C	-3%	-15	-0.8%	1%	-8%	-26%	?	-5%	?	-5%	-6%
CCOC(=O)Cc1csc(NC(=O)/C=C/c2ccc(Cl)cc2)n1	3%	-15	-0.6%	8%	?	-4%	?	-6%	-4%	2%	-2%
CCOC(=O)C(CC)(CCC(=O)OC)c1csc(Nc2ccccc2O)n1 (configuration not stated)	.	6	-0.4%	3%	.	7%	-7%	0%	-3%	4%	.
Cc1ccnc(NC(=O)C2(c3cccs3)CCOCC2)c1	2%[46.1 µM]	3	-0.3%	-6%	-6%	-1%	9%	1%	-3%	-7%	-6%
COc1ccc2c(=O)c3c(=O)n(Cc4ccco4)c(-c4ccc(C)cc4)nc3oc2c1	-2%	-7	8.5%	4%	-1%	5%	?	?	?	-3%	-6%
CCOC(=O)C1CCN(S(=O)(=O)c2cnc[nH]2)CC1	-5%	2	-0.2%	-1%	-3%	-1%	-1%	-2%	14%	-2%	-5%
Cc1nc2cc(NC(=O)c3ccc(S(=O)(=O)N(C)c4ccccc4)cc3)ccc2o1	-1%	-41	0.1%	-2%	2%	6%	4%	8%	-19%	3%	-3%
O=C(Nc1ccccc1)c1ccc(S(=O)(=O)N2CCCC2)cc1	.	-11	-0.2%	2%	.	-9%	6%	1%	-1%	1%	-3%
Cc1cc(NC(=O)CCC(=O)N(c2ccccc2)C(C(=O)NC2CCCC2)c2ccccc2F)no1 (configuration not stated)	3%	2	-0.1%	-1%	2%	?	17%	5%	-6%	0%	-1%
COc1cc(C(=O)OCC(=O)NC(=O)NC2CCCCC2)cc(Cl)c1OC	7%	-3	0.0%	0%	18%	-28%	?	-2%	2%	0%	-1%
COc1ccc(C)cc1N(CC(=O)O)S(=O)(=O)c1ccc(C)cc1	-7%	0	-0.4%	2%	1%	7%	7%	-4%	-17%	-2%	-1%
CCN(c1ccc(NC(=O)CSCc2c(C)noc2C)cc1)C(C)C	1%	26	-0.8%	-2%	-6%	3%	?	-3%	11%	-3%	-5%
Cn1cc([N+](=O)[O-])c(C(=O)Nc2ccc(C3CCCCC3)cc2)n1	6%	-18	-0.8%	0%	?	-3%	8%	?	?	-4%	1%
Cc1cc(=O)oc(C)c1C(=O)NCc1ccc(F)cc1	0%	5	-0.4%	2%	.	3%	2%	-2%	2%	-9%	-8%
c1cncc(-c2noc(C34CC5CC(CC(C5)C3)C4)n2)c1	-2%	-2	-0.2%	1%	0%	-11%	?	-1%	?	0%	-9%

Quoted from the listing.
CCOC(=O)C(CC)(CCC(=O)OC)c1csc(Nc2ccccc2O)n1 (configuration not stated) | ELG1 DNA repair = -3%
O=C(Nc1ccccc1)c1ccc(S(=O)(=O)N2CCCC2)cc1 | Mito fusion yeast = 1%

Additional results:
SMILES	TCR act	TSHR antag	B2AR arrestin	USP2a inh	uPA surface inh	Eya2 inh	BCR signal inh	Mito fusion yeast	ELG1 DNA repair	Tb PFK block	PTAP TSG101 blk
O=C(NC1CCCC1)C(c1ccc(F)cc1)N(C(=O)c1csnn1)c1ccccc1F (configuration not stated)	1%	0	-0.3%	0%	0%	-14%	2%	0%	9%	0%	0%
O=C(Nc1cc(Cl)ccc1Cl)c1ccc(OC(=O)c2ccco2)cc1	.	-16	0.4%	5%	2%	-6%	-16%	2%	25%	0%	-4%
COc1ccc(C2c3ccc(O)cc3Oc3ncn4nc(-c5ccco5)nc4c32)cc1OC (configuration not stated)	-7%	8	-1.2%	7%	-6%	-3%	?	-8%	2%	1%	-8%
Cc1[nH]c(C)c(S(=O)(=O)N2CCCCC2)c1C(=O)N1CCCC1	-6%	2	0.4%	1%	-1%	-11%	-13%	-8%	?	-2%	0%
CC(C)c1cccc(C(C)C)c1OC(=O)[C@H]1OC(C(C)(C)C)=C[C@@H]1c1ccccc1	-1%	7	0.2%	1%	15%	-4%	0%	0%	2%	-1%	-7%
O=C(O)c1cc(-c2ccc3ccccc3n2)nc2ccccc12	-4%	-2	0.5%	2%	-4%	-18%	-3%	23%	?	5%	2%
CC(C)C(=O)NC(c1ccccc1Cl)c1c(O)ccc2ccccc12 (configuration not stated)	-18%	2	0.3%	1%	.	-13%	1%	0%	-8%	-2%	-2%
CC(C)(Oc1ccc(Cl)cc1)C(=O)Nc1c2c(nn1C(C)(C)C)CS(=O)(=O)C2	-2%	2	-0.2%	0%	-9%	6%	5%	1%	26%	-4%	-9%
COC(=O)c1c(N)sc(C(=O)N2CCOCC2)c1C	-6%	-4	-0.1%	5%	-2%	7%	4%	-3%	-1%	-6%	-1%
CN(CC(=O)Nc1ccccc1C(=O)NC1CC1)Cc1ccc(N(C)C)cc1	0%	2	-0.2%	0%	-5%	0%	?	1%	-7%	2%	0%
COc1cccc2[nH]c3c(N4CCCCC4)ncnc3c12	7%	.	-0.7%	1%	.	1%	?	8%	?	2%	-4%
Cn1c(CNC(=O)Cc2ccc3c(c2)OCO3)nnc1SCc1ccccc1	2%	-5	0.2%	3%	0%	6%	-1%	-3%	-13%	3%	-4%
Cc1cc(Oc2ccc(N)cn2)cc(C)c1Cl	0%	-7	0.0%	0%	-2%	?	?	3%	0%	1%	-7%
O=C(Nc1cccc(Cl)c1)c1ccccc1NC(=O)C1CCCCC1C(=O)O (configuration not stated)	-6%	-6	0.4%	1%	-1%	9%	2%	2%	7%	-7%	-1%
O=C(NNC(=O)c1cccc2ccccc12)c1ccc2c(c1)OCO2	7%	-5	-0.4%	2%	4%	?	-18%	3%	?	-7%	1%
Cc1cc(C)cc(OCC(=O)OCC(=O)c2cc(C)n(C3CC3)c2C)c1	-1%	6	-0.3%	-10%	10%	-3%	0%	-7%	16%	-5%	0%
CCOC(=O)c1cnc2ccc(OC)cc2c1Nc1ccc(N2CCN(C)CC2)cc1	6%	5	0.0%	-1%	-2%	?	-12%	-7%	?	-3%	?
CCCCCc1ccc(CC(=O)O)cc1	1%	19	-0.2%	-1%	5%	-6%	2%	15%	9%	-2%	-9%
Cc1cc(=O)[nH]c(=S)n1-c1ccccc1	4%	3	-0.4%	0%	6%	4%	?	-1%	?	0%	-9%
Cc1ccc(NCC(=O)N/N=C\c2cccc(O)c2)cc1	-3%	3	-0.2%	-5%	10%	8%	-3%	-1%	0%	0%	-1%
